Pol beta inh = qHTS Assay for Inhibitors of DNA Polymerase Beta; Pol beta primer extension/strand displacement, fluorescence kinetic; P06746; 1.3% of 340,000 active; Potency, µM (series often up to 114 µM), without a hit: top-dose activity change, negative = inhibition, hits mostly inhibitors; also: % is scaled to controls: 0 for no effect and ±100 for the full control effect
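Pol beta (10 nM) and compounds were preincubated 15 min at room temperature, then 50 nM substrate (final) started primer extension/strand displacement. Reads were taken at 0 and 10 min; concentration-response data were fitted to a four-parameter Hill equation.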
POLK inh = qHTS for Inhibitors of Polymerase Kappa. 0.53% of 400,000 active. purified Pol kappa, fluorescent DNA synthesis assay, 10 min. Potency, µM (series often up to 107 µM), for the others: top-dose activity, negative = inhibition, hits mostly inhibitors; also: % is scaled to controls: 0 for no effect and ±100 for the full control effect
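50 nM final substrate added after 15 min RT preincubation of 10 nM Pol kappa with compound; fluorescence read at 0 and 10 min.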
Pol eta inh = qHTS for Inhibitors of Polymerase Eta; DNA polymerase eta (Homo sapiens), Q9Y253; recombinant Pol eta, fluorescent DNA replication assay; 1.2% of 390,000 active; AID 588591, 2011; Potency, µM (doses to about 114 µM), inactives show at the top dose activity change, negative = inhibition, actives largely listed as inhibitors; also: % is scaled to controls: 0 for no effect and ±100 for the full control effect
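Pol eta at 10 nM preincubated with compounds 15 min at room temperature; reaction started with fluorescent substrate (50 nM final) and read kinetically at 0 and 10 min.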
BAZ2B inh = qHTS Assay for Inhibitors of BAZ2B; Potency, µM (top dose mostly 114 µM), without a hit: at the top dose activity change, negative = inhibition, actives largely listed as inhibitors; AlphaScreen BAZ2B-H3K14Ac peptide displacement; AID 504333, 2011; 4.4% of 360,000 active; Bromodomain adjacent to zinc finger domain protein 2B (Homo sapiens), Q9UIF8; also: % is scaled to controls: 0 for no effect and ±100 for the full control effect; nearly all actives have a fitted effect of over 60% in size
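Multi-concentration screen (max 110 uM) measuring displacement of acetylated histone H3 peptide from BAZ2B by AlphaScreen, using 50 nM protein, 50 nM peptide and 10 ug/mL streptavidin donor plus Ni-chelate acceptor beads.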
JMJD2A Tudor inh = qHTS Assay for Inhibitors of JMJD2A-Tudor Domain. 4.4% of 390,000 active. Lysine-specific demethylase 4A (Homo sapiens), O75164. Potency, µM (doses to about 114 µM), without a hit: top-dose activity change, negative = inhibition, actives largely listed as inhibitors. AlphaScreen JMJD2A-Tudor / H3K4me3 peptide binding; also: % is scaled to controls: 0 for no effect and ±100 for the full control effect; nearly all actives have a fitted effect of over 50% in size
G9a block = qHTS Assay for Inhibitors of Histone Lysine Methyltransferase G9a; Histone-lysine N-methyltransferase EHMT2 (Homo sapiens), Q96KQ7; G9a H3K9 monomethylation, AlphaScreen, 2 h; Potency, µM (series often up to 102 µM), inactives show at the highest dose activity, negative = inhibition, hits mostly inhibitors; 8.8% of 350,000 active; also: % is scaled to controls: 0 for no effect and ±100 for the full control effect; nearly all actives have a fitted effect of over 75% in size
Target sequence (Q96KQ7 913-1193 limits assumed): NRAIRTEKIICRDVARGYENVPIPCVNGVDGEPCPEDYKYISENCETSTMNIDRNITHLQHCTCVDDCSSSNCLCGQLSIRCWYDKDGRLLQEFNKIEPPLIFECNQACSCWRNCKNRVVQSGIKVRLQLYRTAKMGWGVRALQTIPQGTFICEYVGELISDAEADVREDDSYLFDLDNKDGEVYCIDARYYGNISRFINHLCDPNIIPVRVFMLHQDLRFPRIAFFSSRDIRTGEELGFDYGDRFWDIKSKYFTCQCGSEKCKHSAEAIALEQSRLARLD
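Enzyme 20 nM + cpd, 15 min RT; add b-H3K9 pep 500 nM / SAM 20 uM; 2 h RT; anti-H3K9me1 Ab 0.5 ug/mL + SA donor / anti-rabbit acceptor beads 20 ug/mL each, 10 min; AlphaScreen read.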
APEX1 inh = qHTS Assay for Inhibitors of the Human Apurinic/apyrimidinic Endonuclease 1 (APE1); DNA repair nuclease/redox regulator APEX1 (Homo sapiens), P27695; recombinant APE1, TAMRA/BHQ-2 abasic DNA cleavage fluorescence; Potency, µM (series often up to 65.8 µM), without a hit: at the highest dose activity change, negative = inhibition, usual class: inhibitors; 0.35% of 350,000 active; AID 2517, 2012;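 also: plate controls were vehicle for no effect and reference inhibitor for full effect; nearly all actives have a fitted effect of over 55% in size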
Target sequence (P27695 whole entry, looked up): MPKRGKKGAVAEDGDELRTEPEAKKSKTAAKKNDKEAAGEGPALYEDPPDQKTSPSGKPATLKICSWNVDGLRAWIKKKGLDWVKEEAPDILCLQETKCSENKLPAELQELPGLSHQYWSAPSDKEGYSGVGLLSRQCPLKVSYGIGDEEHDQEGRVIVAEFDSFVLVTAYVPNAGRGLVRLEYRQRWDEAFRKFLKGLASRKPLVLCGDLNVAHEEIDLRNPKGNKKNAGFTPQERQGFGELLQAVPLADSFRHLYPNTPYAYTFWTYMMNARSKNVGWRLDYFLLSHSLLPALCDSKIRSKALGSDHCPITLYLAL
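Measures dequenching upon AP-site incision of a 5'-TAMRA/3'-BHQ-2 THF-containing duplex, 50 nM; human APE1 0.75 nM after 15 min room-temperature exposure to compound; kinetic three-point read at one-minute spacing.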
POLI inh = qHTS for Inhibitors of Polymerase Iota; DNA polymerase iota (Homo sapiens), Q9UNA4; Pol iota fluorescent replication assay, 10 min; Potency, µM (highest dose often 115 µM), inactives show at the top dose activity, negative = inhibition, usual class: inhibitors; 1% of 390,000 active
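Fluorescent replication assay read twice, at 0 min and 10 min after adding 50 nM (final) substrate. Enzyme (10 nM) and compounds were first incubated 15 min at room temperature; enzyme-free buffer wells were negative controls.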
BLM inh = qHTS Assay for Inhibitors of Bloom's syndrome helicase (BLM) | RecQ-like DNA helicase BLM (Homo sapiens), P54132 | recombinant BLM DNA unwinding, fluorescence dequenching | Potency, µM (highest dose often 56.1 µM), for the others: top-dose activity change, negative = inhibition, usual class: inhibitors | 0.2% of 350,000 active | AID 2528, 2010;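 also: plate controls were vehicle for no effect and no enzyme for full effect; nearly all actives have a fitted effect of over 35% in size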
The depositor's hits bear a star; [ ] = another dose, or the depositor's remark. Calls follow the shape of the dose curve; as a rule, active = well fitted curve in the direction sought with a large enough effect; inconclusive = small, poorly fitted or top-dose-only effect, or another doubt; inactive = no such curve, though single readings can be large; an effect the other way counts as inactive or inconclusive. Potency is read from the fitted curve at half-maximal effect. Some of the compounds tested; rates above refer to the full screens.

For Cc1ccc(-n2c(C)cc(C3N=C(N)Nc4nc5ccccc5n43)c2C)c(C)c1 (stereo not given) the results were Pol beta inh -7%, POLK inh -6%[60.1 µM], Pol eta inh -15%, BAZ2B inh 40µM*, JMJD2A Tudor inh 40µM*, G9a block 5%[12.7 µM], APEX1 inh -6%, POLI inh -16% and BLM inh -6%.
For O=[N+]([O-])c1cc(/C=N/N2CCN(C3c4ccccc4-c4ccccc43)CC2)ccc1Cl the results were Pol beta inh 16%, POLK inh -1%, Pol eta inh -18%, BAZ2B inh inconclusive, JMJD2A Tudor inh inconclusive, G9a block inconclusive, APEX1 inh -4%, POLI inh -11% and BLM inh -2%.
Screening CCOC(=O)CSc1nc(NCc2ccco2)c2ccccc2n1 returned Pol beta inh 13%, POLK inh 0%, Pol eta inh 5%, BAZ2B inh -5%, JMJD2A Tudor inh inconclusive, G9a block 0%[59 µM], APEX1 inh -6%, POLI inh 14% and BLM inh 0%.
`COc1ccc(S(=O)(=O)NCCC(=O)N2CCCC2)cc1N(C)S(C)(=O)=O` gave Pol beta inh -11%, POLK inh 1%, Pol eta inh -8%, BAZ2B inh 2%, JMJD2A Tudor inh -19%, G9a block 17%, APEX1 inh 51%, POLI inh 67%[activator] and BLM inh 2%.
`COc1ccc(C(=O)NCCc2ccccc2)cc1[N+](=O)[O-]` gave Pol beta inh 2%, POLK inh -11%, Pol eta inh -24%, BAZ2B inh -9%, JMJD2A Tudor inh -3%, APEX1 inh 9%, POLI inh 132%[activator] and BLM inh -3%.
Screening Cc1nc(C)c(-c2ccn(C(=O)NC(C)C)n2)s1 returned Pol beta inh 25%, POLK inh -2%, Pol eta inh -10%, BAZ2B inh -12%, JMJD2A Tudor inh 1%, G9a block 0%, APEX1 inh inconclusive, POLI inh 11% and BLM inh 0%.
CCCOc1c(Br)cc(C2C3=C(CCCC3=O)N(C)C3=C2C(=O)CCC3)cc1OC was read as Pol beta inh 20%, POLK inh -4%, Pol eta inh -7%, BAZ2B inh 5%, JMJD2A Tudor inh 20%, G9a block 16%[59 µM], APEX1 inh 4%, POLI inh 67%[activator] and BLM inh 1%.
`CCc1ccc(N(CC)C(=O)c2ccc3c(Cl)c4c(nc3c2)CCC4)cc1` gave Pol beta inh -12%, POLK inh -5%, Pol eta inh -17%, BAZ2B inh -10%, JMJD2A Tudor inh -18%, G9a block -4%, APEX1 inh 7%, POLI inh inconclusive and BLM inh -9%.
O=c1c(-c2cc(F)cc(F)c2)nc2cnc(Oc3ccccc3)nc2n1C1CC1 was read as POLK inh -3%[60.1 µM], G9a block -2%[12.7 µM], APEX1 inh -2% and BLM inh 0%.
For COc1cccc(C(=O)N2CCN(C(=O)Cc3ccccc3)CC2)c1 the results were Pol beta inh 11%, POLK inh -9%, Pol eta inh -7%, BAZ2B inh -2%, JMJD2A Tudor inh -15%, G9a block 12%, APEX1 inh -2%, POLI inh 50%[activator] and BLM inh 1%.
Screening COc1ccccc1NC(=O)Cn1c([N+](=O)[O-])cnc1C returned Pol beta inh 20%, POLK inh 1%, Pol eta inh -12%, BAZ2B inh -5%, JMJD2A Tudor inh -6%, APEX1 inh 9%, POLI inh 45%[activator] and BLM inh 0%.
`CCOC(=O)c1cnc(SCc2nc(N)nc(Nc3ccccc3OC)n2)nc1N` gave Pol beta inh -3%, BAZ2B inh -34%, G9a block inconclusive, APEX1 inh 1% and BLM inh -2%.
For CCOC(=O)Cn1c(=O)oc2cc(S(=O)(=O)N3CCN(c4ccccc4F)CC3)ccc21 the results were Pol beta inh -21%, POLK inh -9%, Pol eta inh -9%, BAZ2B inh -7%, JMJD2A Tudor inh -12%, G9a block -31%[59 µM], POLI inh 14% and BLM inh -5%.
Cc1ccc(C2C3=C(CC(C)(C)CC3=O)Nc3[nH]c(=S)[nH]c(=O)c32)cc1 (stereo not given) was read as Pol beta inh 10%, POLK inh -3%, Pol eta inh 1%, BAZ2B inh inconclusive, JMJD2A Tudor inh 89µM*, G9a block inconclusive, APEX1 inh 11%, POLI inh -1% and BLM inh -12%.
O=C(c1ccc(N2CCOCC2)nc1)N1CCCCC1 was read as Pol beta inh inconclusive, POLK inh -5%, Pol eta inh -11%, BAZ2B inh -3%, JMJD2A Tudor inh -11%, G9a block -4%[59 µM], APEX1 inh -1%, POLI inh 23% and BLM inh 1%.
For COCCNC(=S)N/N=C(\C)c1cccc(OC)c1 the results were Pol beta inh 77%, POLK inh 2%, Pol eta inh -6%, BAZ2B inh inconclusive, JMJD2A Tudor inh -18%, G9a block 15%, APEX1 inh -2%, POLI inh 89%[activator] and BLM inh 0%.
`CC(C)(C)S(=O)N1Cc2cc(CO)ccc2[C@@H]1CCO` (stereo not given in full) gave POLK inh 8%, Pol eta inh -9%, JMJD2A Tudor inh 10% and POLI inh 24%.
O=C(Nc1ccc(CN2CCCCC2)cc1)Nc1ccc(Br)cc1Cl was read as Pol beta inh -12%, POLK inh -1%, Pol eta inh -9%, BAZ2B inh 0%, JMJD2A Tudor inh -18%, G9a block -11%, APEX1 inh -4%, POLI inh -26% and BLM inh -3%.
For CN(CC(=O)NCc1ccc2c(c1)OCO2)S(=O)(=O)c1ccc(Br)s1 the results were Pol beta inh 30%, POLK inh -4%, Pol eta inh -10%, BAZ2B inh -3%, JMJD2A Tudor inh -1%, G9a block -1%[12.7 µM], APEX1 inh 2%, POLI inh 7% and BLM inh 0%.
CC1=CC(C)C2C(=O)N(c3ccccc3)NC(=O)C2C1 (stereo not given) was read as Pol beta inh 48%, POLK inh -9%, Pol eta inh 2%, BAZ2B inh 8%, JMJD2A Tudor inh -14%, G9a block 0%[59 µM], APEX1 inh 1%, POLI inh 125%[activator] and BLM inh 1%.

An excerpt from above in order of molecular weight, lowest first:
CC1=CC(C)C2C(=O)N(c3ccccc3)NC(=O)C2C1 (stereo not given) was read as Pol beta inh 48%, POLK inh -9%, Pol eta inh 2%, BAZ2B inh 8%, JMJD2A Tudor inh -14%, G9a block 0%[59 µM], APEX1 inh 1%, POLI inh 125%[activator] and BLM inh 1%.
Screening COc1ccccc1NC(=O)Cn1c([N+](=O)[O-])cnc1C returned Pol beta inh 20%, POLK inh 1%, Pol eta inh -12%, BAZ2B inh -5%, JMJD2A Tudor inh -6%, APEX1 inh 9%, POLI inh 45%[activator] and BLM inh 0%.
`CCOC(=O)c1cnc(SCc2nc(N)nc(Nc3ccccc3OC)n2)nc1N` gave Pol beta inh -3%, BAZ2B inh -34%, G9a block inconclusive, APEX1 inh 1% and BLM inh -2%.

Continuation:
Screening CC(OC(=O)CCc1cc(C(C)(C)C)c(O)c(C(C)(C)C)c1)C(=O)NC1CC1 (stereo not given) returned POLK inh 4%, Pol eta inh -20%, BAZ2B inh -3%, JMJD2A Tudor inh -10%, G9a block -32%, APEX1 inh -9% and POLI inh -2%.
Screening O=C(CN1CCN(c2ccc(F)cc2)CC1)NCc1ccc(F)cc1 returned Pol beta inh 1%, POLK inh -1%, Pol eta inh -19%, BAZ2B inh -23%, JMJD2A Tudor inh -6%, G9a block 5%, APEX1 inh 35%, POLI inh 20% and BLM inh 0%.
CNc1ccccc(-c2ccc3ccccc3n2)c1=O was read as Pol beta inh inconclusive, POLK inh -2%, Pol eta inh -23%, BAZ2B inh -2%, JMJD2A Tudor inh -16%, G9a block 89µM*, APEX1 inh 1%, POLI inh 136%[activator] and BLM inh -9%.
CCOC(=O)c1c(C)[nH]c(C)c1S(=O)(=O)N1CCC(C(=O)Nc2ccc(OC)c(OC)c2)CC1 was read as Pol beta inh 3%, POLK inh -10%[60.1 µM], Pol eta inh -2%, BAZ2B inh -1%, JMJD2A Tudor inh -11%, G9a block -26%[59 µM], POLI inh -4% and BLM inh 3%.
CC1=C(C(=O)Nc2ccc(Cl)cc2)C(c2cccs2)n2nc(SCc3cccc(C)c3)nc2N1 (stereo not given) was read as Pol beta inh 17%, POLK inh 19%, Pol eta inh -8%, BAZ2B inh 3%, JMJD2A Tudor inh -4%, G9a block 9%[59 µM], POLI inh 10% and BLM inh 0%.
`O=C(Nc1ccccc1)OCc1cc(-c2ccc(Cl)cc2)on1` gave Pol beta inh inconclusive, POLK inh -10%, Pol eta inh -15%, BAZ2B inh 5%[57.1 µM], JMJD2A Tudor inh 2%, G9a block 22%, APEX1 inh -5%, POLI inh -18% and BLM inh 0%.
`CC(C)(C)/C=N/NC(=O)CNC(=O)c1ccc2c(c1)OCCO2` gave Pol beta inh 14%, POLK inh 17%, Pol eta inh -18%, BAZ2B inh 8%, JMJD2A Tudor inh -12%, G9a block 17%[59 µM], APEX1 inh -1%, POLI inh -11% and BLM inh 2%.
Screening CC1CCCC(C)N1C(=O)CN1C(=O)C(C)(C)Oc2ccc(C(=O)NC3CCCC3)cc21 (stereo not given) returned Pol beta inh 37%, POLK inh -17%, Pol eta inh 0%, BAZ2B inh 5%, JMJD2A Tudor inh -15%, G9a block -6%[59 µM], APEX1 inh 20%, POLI inh -1% and BLM inh 0%.
`Cc1ccc(NC(=S)Nc2ccc(OC(F)F)c(Cl)c2)cc1F` gave Pol beta inh 7%, POLK inh -6%, Pol eta inh inconclusive, BAZ2B inh 1%, JMJD2A Tudor inh 2%[57.1 µM], G9a block 13%, APEX1 inh -2%, POLI inh 180%[activator] and BLM inh -12%.
For Cc1ccc(/C=N/NC(=O)c2ccncc2)s1 the results were Pol beta inh 0%, POLK inh 5%, Pol eta inh -9%, BAZ2B inh -13%, JMJD2A Tudor inh -2%, G9a block 11%[59 µM], APEX1 inh -3%, POLI inh -23% and BLM inh -3%.
For C=CCN(CC=C)C(=O)COn1nnc2ccc(S(=O)(=O)N3CCOCC3)cc21 the results were POLK inh -5%, Pol eta inh -14%, BAZ2B inh -3%, JMJD2A Tudor inh inconclusive, G9a block -2%[59 µM], APEX1 inh 24% and POLI inh 9%.
